# Tau FP inhib = tau fibrillization inhibition (FP). P10636. K18 P301L tau heparin fibrillization, Alexa594 FP, 6 h. Potency, µM (top dose mostly 57.7 µM), without a hit: at the highest dose activity, negative = inhibition, actives largely listed as inhibitors. hit rate 0.39% among 280,000. AID 1468; note: % is set by controls: 0 for no effect and ±100 for the full control effect; nearly all actives have a fitted effect of over 55% in size
# Target sequence (P10636 561-689 P618L limits assumed): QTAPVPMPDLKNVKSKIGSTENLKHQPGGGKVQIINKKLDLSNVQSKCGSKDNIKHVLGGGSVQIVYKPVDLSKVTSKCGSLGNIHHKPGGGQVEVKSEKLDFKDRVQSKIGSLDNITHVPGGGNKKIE
#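 K18 P301L tau (15 uM unlabeled/0.24 uM Alexa 594-labeled, final) + compound + heparin 20 uM final; 100 mM NaOAc pH 7; 6 hr 37 C; ThT 30 uM final added, 1 hr RT; FP ex 555/em 632 nm.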
# TexasRed fluor = Texas Red fluorescence interference in TRb-SRC2 counter-screen; TRb/SRC2 Texas Red total fluorescence interference; Potency, µM (doses to about 106 µM), inactives show at the top dose fluorescence change, negative = quenching; hit rate 0.29% among 280,000; AID 1479; active = well fitted curve in either direction with a large enough effect; inconclusive = small, poorly fitted or top-dose-only effect; note: % is set by controls: 0 for no effect and ±100 for the full control effect
#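 Flags fluorescent or light-absorbing compounds by total fluorescence, S + 2P, at 555 nm excitation and 632 nm emission. Mixture: 20 nM Texas Red SRC2 peptide, 0.6 uM human TRb LBD, 1 uM T3, 5% DMSO; compound exposure 5 h at ambient temperature.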
# L3MBTL1 inh = inhibitors of human L3MBTL1; Q9Y468; AlphaScreen L3MBTL1–H3K9me1 peptide binding; Potency, µM (series often up to 57.1 µM), for the others: at the highest dose activity, negative = inhibition, usual class: inhibitors; hit rate 0.66% among 230,000; note: % is set by controls: 0 for no effect and ±100 for the full control effect; nearly all actives have a fitted effect of over 60% in size
#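 Read-out is AlphaScreen signal from streptavidin donor and nickel chelate acceptor beads (10 ug/mL final each) bridging L3MBTL1 (50 nM) and biotinylated K9-monomethylated H3(1-15) peptide (75 nM), after 30 min compound exposure at room temperature.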
# Tau fluor counter = counter-screen for tau fibril formation inhibitors; tau K18 P301L Alexa594 fluorescence, heparin fibrillization; Potency, µM (titrated, usually from 57.7 µM), inactives show at the top dose activity change, negative = decrease; hit rate 0.93% among 280,000; AID 1463; note: % is set by controls: 0 for no effect and ±100 for the full control effect; nearly all actives have a fitted effect of over 55% in size
#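 Human K18 P301L tau (15 uM unlabeled plus 0.24 uM Alexa 594-labeled, final) in 100 mM sodium acetate pH 7 was mixed with compound and 20 uM heparin and incubated 6 hr at 37 C.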
# RECQ1 inh = inhibitors of human RECQ1 DNA helicase; Potency, µM (highest dose often 57.3 µM), without a hit: top-dose activity, negative = inhibition, most hits filed as inhibitors; hit rate 0.54% among 240,000; P46063; RECQ1 DNA unwinding, red fluorescence kinetic read;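 note: plate controls were vehicle for no effect and no enzyme for full effect; nearly all actives have a fitted effect of over 30% in size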
# Target sequence (P46063 whole entry, looked up): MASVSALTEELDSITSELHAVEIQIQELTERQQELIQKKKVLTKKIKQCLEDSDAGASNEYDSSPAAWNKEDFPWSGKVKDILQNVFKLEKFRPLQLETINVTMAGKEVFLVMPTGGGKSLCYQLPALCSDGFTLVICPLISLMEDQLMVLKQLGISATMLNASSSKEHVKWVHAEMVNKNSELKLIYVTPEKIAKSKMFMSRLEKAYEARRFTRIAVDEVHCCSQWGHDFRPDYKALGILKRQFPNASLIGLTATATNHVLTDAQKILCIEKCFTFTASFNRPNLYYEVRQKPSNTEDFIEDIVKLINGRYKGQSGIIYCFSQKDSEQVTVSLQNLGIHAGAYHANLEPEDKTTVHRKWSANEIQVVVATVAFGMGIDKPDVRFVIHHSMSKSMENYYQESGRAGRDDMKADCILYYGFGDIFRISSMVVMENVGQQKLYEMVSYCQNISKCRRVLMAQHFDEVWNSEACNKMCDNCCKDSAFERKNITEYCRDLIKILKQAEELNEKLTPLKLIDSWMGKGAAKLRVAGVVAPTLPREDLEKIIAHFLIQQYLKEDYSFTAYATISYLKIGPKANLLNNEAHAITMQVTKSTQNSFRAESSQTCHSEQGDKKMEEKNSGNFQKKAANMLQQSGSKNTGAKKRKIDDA
#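 50 nM RECQ1T1 preincubated 15 min with compound in Tris pH 8.0 buffer with MgCl2, DTT, Tween-20 and 2.5 ug/ml poly(dI-dC); started with 200 nM TAMRA/BHQ-2 forked duplex and 2 mM ATP. Unwinding read as fluorescence (525/598 nm), two reads 2 h apart.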
# TRb-SRC2 inh = inhibitors of human thyroid hormone receptor beta-SRC2 interaction | TRbeta-SRC2 peptide binding, fluorescence polarization; receptor liganded with 1 µM T3 | Potency, µM (titrated, usually from 106 µM), for inactives: at the highest dose activity change, negative = inhibition, usual class: inhibitors | hit rate 0.065% among 280,000;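 note: plate controls were bound peptide for no effect and peptide without receptor for full effect; nearly all actives have a fitted effect of over 50% in size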
#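 Assay buffer: 20 mM Tris-HCl, 100 mM NaCl, 10% glycerol, 1 mM EDTA, 0.01% NP-40, 1 mM DTT, 1 uM T3, 5% DMSO; TRb LBD 0.6 uM, Texas Red SRC2 20 nM; FP after 5 hr.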
# HTT ATP protect = cytoprotection in Huntington HTT-Q103 PC12 cell model | hit rate 0.14% among 230,000 | Potency, µM (doses to about 56.4 µM), for the others: cytoprotection (ATP increase), most hits filed as activators | PC12 HTT-Q103 induced, cytoprotection, ATP luminescence, 40 h | AID 1471;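 note: % of control where 0% means no effect; nearly all actives have a fitted effect of over 45% in size; toxic huntingtin expression switched on by the ecdysone agonist tebufenozide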
#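 PC12 cells with ecdysone-inducible HTT exon 1 Q103-GFP, induced with 100 nM tebufenozide and co-treated with library compounds in a dose series (1536-well, 1500 cells/well). Cytoprotection read as ATP content by ATPlite luminescence.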
# Tau fibril ThT = inhibitors of human tau fibril formation, thioflavin T binding; P10636; recombinant tau K18 P301L (four-repeat tau fragment), heparin-induced fibrillization, ThT fluorescence; Potency, µM (doses to about 57.4 µM), for the others: at the highest dose activity, negative = inhibition, usual class: inhibitors; hit rate 2.1% among 270,000; note: % is set by controls: 0 for no effect and ±100 for the full control effect; nearly all actives have a fitted effect of over 55% in size
#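 Recombinant human tau K18 fragment […] carrying P301L, 15 uM unlabeled plus 0.24 uM Alexa 594-labeled, was fibrillized with 20 uM heparin in 100 mM sodium acetate pH 7 for 6 hr at 37 C; 30 uM ThT fluorescence read after 1 hr.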
# * = called active by the depositor; i = inactive; u = inconclusive; x = not tested or not shown; [ ] = remark or other dose. Unless noted, calls come from the whole dose curve; as a rule, active = well fitted curve in the direction sought with a large enough effect; inconclusive = small, poorly fitted or top-dose-only effect, or another doubt; inactive = no such curve, though single readings can be large; an effect the other way counts as inactive or inconclusive. Potency is the fitted concentration of half-maximal effect.
# The line under a structure holds: Tau FP inhib, TexasRed fluor, L3MBTL1 inh, Tau fluor counter, RECQ1 inh, TRb-SRC2 inh, HTT ATP protect, Tau fibril ThT
- O=C(c1ccco1)N1CCN(c2nc3ccccc3c(=O)n2-c2ccccc2)CC1
 : -1%, -2%[53 µM], 30%, 1%, -8%, -27%[53 µM], -27%, -4%
- C/C(=N\NC(=O)COc1ccc(C(C)(C)C)cc1)c1ccc2c(c1)OCCO2
 : 1%, -36%, -14%, -10%, -1%, 2%, 1%[1.9 µM], u
- COc1ccc(N2CCN(C(c3cccs3)C(C)NS(=O)(=O)c3ccccc3)CC2)cc1 (configuration not stated)
 : u, 0%, u, u, -13%, -5%, -13%[10 µM], -18%
- Cc1cccc(-c2nc(SCc3cc(=O)c4c(C)cc(C)cc4[nH]3)n[nH]2)c1
 : -19%, -2%, x, 6%, x, 8%, x, -5%
- Cc1ccc(C(=O)Nc2cccc3ncccc23)cc1[N+](=O)[O-]
 : -5%, -3%, -6%, -6%, i, -7%, 12%[10 µM], u
- Cc1cc(C)cc(NC(=S)Nc2ccccn2)c1
 : 9%, -5%, -9%, -15%, i, -7%, 28%[10 µM], -10%
- CCN(c1ccccc1)S(=O)(=O)c1nnc(NC(=O)COc2cccc(C)c2)s1
 : -8%, 9%, x, -9%, x, -9%, x, u
- O=C(Nc1ccccc1)Nc1cccc(Cl)c1
 : u, -1%, x, u, -5%, -1%, -88%[inhibitor][10 µM], 10%
- CCn1c(SCC(=O)Nc2oc(-c3ccccc3)c(-c3ccccc3)c2C#N)nnc1-c1cc(OC)cc(OC)c1
 : -2%, 0%, x, u, -11%, -1%, 15%, -8%
- C=Cc1ccc(CSc2nc(-c3ccc(C)cc3)nc3c2Cc2c(CO)cnc(C)c2O3)cc1
 : 14%, -3%, x, 11%, x, -1%, x, 12%
- CCCCNC(=S)N/N=C/c1cc(C)ccc1C
 : -1%, -24%, -5%, -19%, -6%, 9%, 24%[10 µM], -10%
- CCOC(=O)CSc1nnc(NC(=O)c2cccc(S(=O)(=O)N3CCCCC3)c2)s1
 : -8%, 2%, x, -5%, -3%, -6%, -2%, -2%
- CCOC(=O)CSc1nnc(CNC(=O)c2cccs2)n1CCc1ccccc1
 : 4%, -1%, 12%, -11%, i, 0%, 6%, -4%
- COc1ccc(CNC(=O)c2cnc3sc(N4CCC(C)CC4)nn3c2=O)c(OC)c1
 : 4%, -2%, x, -3%, x, 1%, x, 3%
- Cc1ccc(Sc2c([N+](=O)[O-])c(C)nn2C)cc1
 : -2%, -4%, 10%, -7%, -2%, -2%, 15%[10 µM], 1%

# Single records, from the list above. Values in the order: Tau FP inhib, TexasRed fluor, L3MBTL1 inh, Tau fluor counter, RECQ1 inh, TRb-SRC2 inh, HTT ATP protect, Tau fibril ThT
# `CCn1c(SCC(=O)Nc2oc(-c3ccccc3)c(-c3ccccc3)c2C#N)nnc1-c1cc(OC)cc(OC)c1` is entered as -2%, 0%, x, u, -11%, -1%, 15%, -8%
# `O=C(c1ccco1)N1CCN(c2nc3ccccc3c(=O)n2-c2ccccc2)CC1` is entered as -1%, -2%[53 µM], 30%, 1%, -8%, -27%[53 µM], -27%, -4%
# `C=Cc1ccc(CSc2nc(-c3ccc(C)cc3)nc3c2Cc2c(CO)cnc(C)c2O3)cc1` is entered as 14%, -3%, x, 11%, x, -1%, x, 12%
# `Cc1cc(C)cc(NC(=S)Nc2ccccn2)c1` is entered as 9%, -5%, -9%, -15%, i, -7%, 28%[10 µM], -10%
# `CCCCNC(=S)N/N=C/c1cc(C)ccc1C` is entered as -1%, -24%, -5%, -19%, -6%, 9%, 24%[10 µM], -10%

# The results go on.
# The line under a structure holds: Tau FP inhib, TexasRed fluor, L3MBTL1 inh, Tau fluor counter, RECQ1 inh, TRb-SRC2 inh, HTT ATP protect, Tau fibril ThT
- OC(CNCC1COc2ccccc2O1)COCc1cccs1 (configuration not stated)
 : 8%, -2%, -4%, -4%, i, 0%, -1%[10 µM], -10%
- CCOc1cc(C(=O)NC)cc(Br)c1OC
 : 1%, -1%, 6%, 2%, 1%, -2%, 6%, 5%
- CC(=O)Nc1ccc(-c2nnc(SCC(=O)NCc3ccco3)n2C)cc1
 : -15%, 1%, x, -4%, i, -14%, 6%, -22%
- CC1CCCC(C)N1C(=O)COc1ccc(F)cc1 (configuration not stated)
 : -2%, -3%, 0%, 5%, 2%, 3%, 3%[10 µM], -2%
- Cc1cc(C(=O)CSc2nc3ccccc3o2)c(C)n1CC1CCCO1 (configuration not stated)
 : -9%, 0%, x, -24%, i, -7%, -31%, -23%
- Cc1ccc(/C=C(\C#N)C(=O)NC(C)C)o1
 : 3%, -4%, 1%, 2%, -8%, -4%, -19%, 5%
- CCOc1ccc(NC(=O)c2oc3ccccc3c2NC(=O)c2cc(C)cc(C)c2)cc1
 : -15%, 0%, x, u, x, 1%, x, 3%
- COc1ccccc1NC(NC(=O)c1cccnc1)C(Cl)(Cl)Cl (configuration not stated)
 : 13%, -1%, 0%, -6%, -7%, 1%, 17%, -5%
- Cc1cc(C)cc(N2C(=O)C3NN=C(C(=O)OCc4ccccc4)C3C2=O)c1 (configuration not stated)
 : 1%, 1%, 33%[activator], -6%, -7%, -9%, 0%[10 µM], -9%
- O=C1OC(Nc2nccs2)c2ccccc21 (configuration not stated)
 : 1%, 1%, 1%, 4%, -2%, 2%, 4%, -5%
- COc1ccc(OCC(=O)O/N=C(\N)Cc2ccc(Cl)cc2)cc1
 : -4%, 0%, 74%[activator], -24%, i, -13%, 8%, u
- Cc1cc(Cl)ccc1Oc1ncnc2onc(C)c12
 : 4%, -3%, -2%[11.4 µM], 4%, -6%, -1%, -21%, 2%
- Clc1nc(NCc2cccnc2)nc(N2CCOCC2)n1
 : -1%, -2%, 12%, 0%, i, 4%, -11%[10 µM], -5%
- Cc1nonc1CN(C)C(=O)CC1C(=O)NCCN1Cc1ccccc1C(F)(F)F (configuration not stated)
 : -3%, 1%, 2%, -4%, i, -3%, -10%[10 µM], -6%
- Cc1ccc(CSc2ncn(-c3ccccc3)n2)cc1
 : -17%, -6%, x, -9%, 2%, 9%, -23%, -1%

# Carrying on.
# The line under a structure holds: Tau FP inhib, TexasRed fluor, L3MBTL1 inh, Tau fluor counter, RECQ1 inh, TRb-SRC2 inh, HTT ATP protect, Tau fibril ThT
- O=C1[C@H]2[C@H]3[C@H](O)[C@H](O)C/C(=N/OC[C@@H](O)COCc4ccco4)[C@H]3CC[C@@H]2C(=O)N1C1CCCCC1
 : -10%[11.6 µM], 1%[11.2 µM], x, -18%[11.6 µM], i[11.5 µM], -4%[11.2 µM], -3%[10 µM], -11%[11.5 µM]
- CCNC(=O)C1CCCN1S(=O)(=O)c1ccc(C)cc1 (configuration not stated)
 : 6%, 1%, -12%, 6%, -1%, -16%, 13%[10 µM], 3%
- CCCn1nc([N+](=O)[O-])c(C(C#N)c2nc3ccccc3o2)c(Cl)c1=O (configuration not stated)
 : u, 3%, u, 14µM*[quencher], -2%, -8%, -11%[1.9 µM], 7.1µM*
- COC(=O)CN(CCc1ccccc1)S(=O)(=O)c1ccc(OC)c(OC)c1
 : -1%, 1%, x, -7%, i, -5%, 4%, 1%
- COC(=O)c1ccc(Cn2c(SCc3ccccc3F)nc3ccncc32)cc1
 : -1%, u, x, -17%, x, -1%, x, -12%
- CCC(C)(C)n1nnnc1CN1CCC(NC(=O)c2ccc(Br)cc2)CC1
 : -2%, 0%, 1%, -5%, 1%, -7%, -1%[10 µM], -4%
- CCOc1ccc(-n2c(=O)c3sc4ccccc4c3n(Cc3ccc(F)cc3)c2=O)cc1
 : -5%, -2%, x, -9%, x, -9%, x, 2%
- O=C(CCN1C(=O)/C(=C/c2ccccc2)SC1=S)NNC(=O)c1cccnc1
 : u, 1%, 4%, 10%, -15%, 0%, 25%[10 µM], 2%
- Cc1sc(NC(=O)c2ccco2)c(C(c2cccnc2)N2CCCC2)c1C (configuration not stated)
 : 10%, -3%, -6%, -14%, i, -10%, -5%, u
- CCCN(CCC)C(=O)CSc1nc2ccccc2c(=O)n1Cc1ccco1
 : -5%, -4%, x, -7%, x, -5%, x, -18%
- COc1ccc(OC)c2[nH]c(=O)c(CCNC(=O)c3ccc(S(=O)(=O)N4CCCCC4)cc3)cc12
 : 3%, -8%, x, 3%, -12%, -8%, 1%, 1%
- CCCCn1c(N)c(-c2nc3ccccc3o2)c2c([N+](=O)[O-])nn(CC)c(=O)c21
 : 15%, -6%, -2%, -13%, -1%, 0%, 21%[10 µM], -10%
- CCN(CC)S(=O)(=O)c1ccc2c(c1)nc(CCC(=O)OCc1c(C)noc1C)n2C
 : 6%, 2%, 1%, -1%, 2%, 8%, -1%, 1%
- CN1CCN(C(=O)/C=C/c2ccc([N+](=O)[O-])o2)CC1
 : -13%, -3%, x, -6%, -6%, -8%, 9%[10 µM], u
- O=C(CCC1CCCN(C(=O)c2ccsc2)C1)N1CCN(c2ccccn2)CC1 (configuration not stated)
 : 0%, -6%, -1%, 3%, -1%, 2%, 17%[10 µM], 2%
- O=C(/C=C/Nc1ccc(Cc2ccc(N/C=C/C(=O)C(F)(F)F)cc2)cc1)C(F)(F)F
 : 6%, -7%, -2%, -9%, -11%, -1%, -15%[10 µM], -2%
- CCC(CC)n1[nH]c(=O)c2c(C)cc(C)nc21
 : 10%, 0%, 4%, 4%, 0%, 5%, 3%[10 µM], -4%
- COc1cccc(NC(=S)N(CCc2ccc(OC)c(OC)c2)Cc2ccccn2)c1
 : -6%, -1%, 13%, -13%, -5%, 0%, -40%, -8%

# An excerpt. The share of hits here may be higher or lower than overall.
